Source: PubChem BioAssay (several laboratories)
CHRM5 antagonist: CHRM5 antagonism in calcium assay; inhibition, % at 3 µM; AID 624040; CHO-hM5 cells, Fluo-8 calcium fluorescence, ACh EC80; P08912; 360,000 tested, 0.59% active;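 active = inhibition above a per-plate cutoff, the mean of that plate's test compounds plus 3 SD, cut at about 27% in these data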;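 also: 0% = acetylcholine EC80 with DMSO and 100% = DMSO without agonist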
CHRM4 PAM: positive allosteric modulators of human muscarinic M4 receptor; P08173; CHO-K1 hM4/Gqi5, Fluo-8 calcium fluorescence, ACh EC20; 0% = ACh EC20, 100% = maximal ACh; activation, % at 3 µM; 360,000 tested, 0.4% active; AID 624126;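 active = activation above its plate's cutoff, the mean activation of sample wells plus 3 SD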; also: some results filed as inactive read as strong as hits
Target sequence (P08173 whole entry, looked up): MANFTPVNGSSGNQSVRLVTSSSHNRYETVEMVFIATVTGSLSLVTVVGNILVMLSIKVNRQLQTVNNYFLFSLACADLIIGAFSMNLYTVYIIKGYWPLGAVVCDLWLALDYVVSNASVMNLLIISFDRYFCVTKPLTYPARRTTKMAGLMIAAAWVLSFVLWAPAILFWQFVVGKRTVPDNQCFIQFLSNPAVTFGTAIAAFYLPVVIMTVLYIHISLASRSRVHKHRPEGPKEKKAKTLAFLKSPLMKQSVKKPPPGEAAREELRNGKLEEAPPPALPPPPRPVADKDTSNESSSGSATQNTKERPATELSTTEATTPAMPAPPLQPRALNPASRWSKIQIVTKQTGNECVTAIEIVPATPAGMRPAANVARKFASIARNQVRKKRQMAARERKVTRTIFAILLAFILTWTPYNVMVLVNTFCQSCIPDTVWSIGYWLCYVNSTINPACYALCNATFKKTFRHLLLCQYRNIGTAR
TAAR1 agonist: agonists of human TAAR1 | Q96RJ0 | CHO RD-HGA16 TAAR1, Fluo-8 calcium fluorescence; vehicle wells 0%, saturating PEA agonist 100% | activation, % at 3 µM | 360,000 tested, 0.99% active | AID 624467;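 active = activation above the mean activation of all test compounds in the run plus 3 SD, cut at about 38% in these data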
Target sequence (Q96RJ0 whole entry, looked up): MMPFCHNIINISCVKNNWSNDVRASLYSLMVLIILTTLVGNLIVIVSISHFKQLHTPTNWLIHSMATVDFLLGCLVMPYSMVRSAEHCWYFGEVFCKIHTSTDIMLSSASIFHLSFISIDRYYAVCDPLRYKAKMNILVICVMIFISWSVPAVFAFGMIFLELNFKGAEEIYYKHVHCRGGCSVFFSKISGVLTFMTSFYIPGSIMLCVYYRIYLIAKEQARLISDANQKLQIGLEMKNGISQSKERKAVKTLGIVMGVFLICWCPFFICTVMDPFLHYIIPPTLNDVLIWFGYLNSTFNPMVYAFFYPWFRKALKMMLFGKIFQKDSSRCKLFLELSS
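Assay system: CHO-derived RD-HGA16 cells with stable Gα16 and human TAAR1; timing: 17-24 h seeding, 75 min 37 °C dye, 30 min RT; read-out: % activation from peak over basal fluorescence ratio, DMSO-to-PEA scaled; measured by: kinetic Fluo-8 calcium fluorescence; benchmarks: low control DMSO, high control PEA (EC100); doses: 3 µM single concentration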
CHO-K1 Ca PAM: counter-screen for M1 PAMs: effect in parental CHO-K1 cells. AID 602247. 360,000 tested, 0.02% active. ATP EC20, Fluo-8 calcium fluorescence; 0% at ATP EC20, 100% at ATP max. activation, % at 3 µM;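 active = activation above the run cutoff, the mean activation of all test compounds plus 3 SD, cut at about 40% in these data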;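 also: peak over basal fluorescence ratio in a 140 s read after ATP addition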
M5 PAM: potentiates acetylcholine response at human M5 receptor | CHO-K1 hM5, Fluo-8 calcium, ACh EC20 PAM; 0% = ACh EC20, 100% = ACh EC100 | activation, % at 3 µM | 360,000 tested, 0.3% active;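 active = activation above the run cutoff, the mean activation of all test compounds plus 3 SD, cut at about 18% in these data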
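system = human M5 receptor in CHO-K1 cells | compound = one concentration, 3 µM final (nominal) | schedule = Post-acetylcholine fluorescence recording 140 s | signal = Fluo-8 calcium dye fluorescence, kinetic read | benchmarks = low control EC20 acetylcholine (0%), high control EC100 acetylcholine (100%) | repeats = singlicate, one well per test compound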
CRFR2-BP antag: antagonists of CRF-binding protein/CRF-R2 receptor complex; HEK293 CRF-R2/CRF-BP, CRF-induced calcium fluorescence; inhibition, % at 11.8 µM; 350,000 tested, 0.59% active;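 active = inhibition of the ligand-induced calcium signal above about 50% at the single tested concentration, limit read from the data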
M5 ag: CHRM5 agonism in calcium assay; P08912; CHO-K1 hM5 cells, Fluo-8 calcium fluorescence; 0% DMSO wells, 100% maximal acetylcholine response; activation, % at 3 µM; 360,000 tested, 0.19% active; AID 624037;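 active = activation above the run's mean over test compounds plus 3 SD, cut at about 23% in these data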;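 also: signal is peak over basal fluorescence ratio across the kinetic read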
CRFBP-R2 agonist: agonists of human CRF-binding protein/CRF-R2 receptor complex. 350,000 tested, 0.46% active. AID 588473. activation, % at 13.2 µM. HEK293 CRF-R2/CRF-BP, calcium dye fluorescence (FLIPR); percent of saturating CRF peptide response;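 active = activation of at least 50%, plus an integration ratio under a set limit after plate pattern correction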;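 also: plate controls were neutral control wells without compound for no effect and CRF at EC100 for full effect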
TAAR1 antag: human TAAR1 antagonism; Q96RJ0; CHO RD-HGA16 TAAR1, Fluo-8 calcium fluorescence, antagonist; inhibition, % at 3 µM; 360,000 tested, 1.5% active;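 active = inhibition above a per-plate cutoff, the mean inhibition of test compounds on that plate plus 3 SD, cut at about 49% in these data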;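 also: 0% = DMSO plus EC80 beta-PEA response and 100% = DMSO alone without agonist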
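Assay system: CHO-derived RD-HGA16 cells stably expressing human TAAR1 plus Gα16. Timing: 140 s kinetic read after compound, 140 s after agonist. Technique: kinetic Fluo-8 calcium fluorescence measurement. Measure: % inhibition of agonist calcium response.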
* hit, by the source's call; . = no result given.

nr	SMILES	CHRM5 antagonist	CHRM4 PAM	TAAR1 agonist	CHO-K1 Ca PAM	M5 PAM	CRFR2-BP antag	M5 ag	CRFBP-R2 agonist	TAAR1 antag
1	CCC/C=C/c1ccc(CN2C(CC(C)C)C(=O)N(Cc3cn(CCOCOC)nn3)CCS2(=O)=O)cc1 (stereo unspecified)	1.4	2.4	4.3	-4.8	3.1	-8.7	-0.3	-0.5	-24.7
2	COc1cc(C(=O)O)cc(Br)c1OC1CCCC1	-6.2	5.0	0.9	-2.3	3.3	12.6	1.8	-1.0	-18.1
3	COc1cc(NS(=O)(=O)c2ccc(NC(=O)COc3ccccc3Cl)cc2)nc(OC)n1	.	.	3.0	.	.	6.0	.	-1.5	3.0
4	Cc1ccc(NC(=O)CSC2=NN3CCCC(=O)N=C3S2)cc1Cl	15.7	-3.5	42.0*	12.2	-11.8	-0.7	8.5	2.1	28.9
5	Cc1cccc(C)c1NC(=O)c1cc(S(=O)(=O)N2CCc3ccccc32)cn1C	2.6	-2.1	1.7	0.1	-3.8	-3.0	-2.8	3.1	-4.0
6	O=C(C[C@@H]1C/C=C\CCC(=O)OC[C@@H]2CCCN2C1=O)NCCO	-2.0	11.8	13.4	-9.6	10.1	9.3	2.1	3.4	-3.1
7	O=C(Nc1ccccc1C(=O)N1CCN(c2cccc(Cl)c2)CC1)C1=CSCCO1	5.6	-9.3	2.3	-2.8	-4.7	-3.5	-1.3	-1.6	6.7
8	COCCN1C=C(C(=O)OC)C(c2ccccc2C(F)(F)F)C(C(=O)OC)=C1	-2.3	-4.7	0.4	5.6	2.1	-12.6	-7.9	1.1	-6.2
9	Cc1nc2ccccc2nc1N/N=C/c1ccc(O)cc1O	10.3	-9.4	5.2	11.2	0.8	-11.2	-1.3	-0.5	-2.9
10	Clc1ccc(-c2nc(-c3cc4cc(Cl)ccc4o3)cs2)cc1	-5.1	-3.2	0.6	-0.7	-0.6	-6.6	-0.1	2.2	-8.4
11	O=c1cc(-c2ccc3c(c2)OCO3)oc2ccccc12	-5.3	6.9	4.0	26.5	5.8	-17.2	-0.6	-0.7	-11.6
12	Cc1cccc(C)c1NC(=O)CN(C)C(C)C(=O)Nc1ccccc1-c1ccccc1 (stereo unspecified)	5.1	-2.4	9.5	19.8	3.1	-17.7	1.6	-0.5	0.2
13	O=C(/C=C/c1ccc(Cl)cc1Cl)Nc1ccc(CN2CCOCC2)cc1	-7.0	-6.7	26.5	12.6	0.3	-52.4	1.1	10.9	-2.2
14	COCCN(C(=O)CNC(=O)c1ccco1)C(C(=O)NC1CCCC1)c1ccc(F)cc1 (stereo unspecified)	6.5	-1.0	6.6	0.6	3.7	6.1	-3.2	-0.6	-22.0
15	CC(=O)c1ccc(N(C(=O)CNC(=O)c2cccs2)C(C(=O)NCC2CCCO2)c2ccccc2)cc1 (stereo unspecified)	6.2	-4.3	-2.3	16.8	2.3	4.3	-4.0	3.0	5.7
16	CCC1CCCCN1Cc1nc2c(c(=O)n(C)c(=O)n2C)n1Cc1cccc2ccccc12 (stereo unspecified)	-0.9	8.7	.	15.3	-1.1	-11.1	1.3	9.5	.
17	CC(C)[C@H](NS(=O)(=O)c1ccccc1)C(=O)OCC(=O)Nc1ccc2c(c1)OCO2	-7.9	-4.9	0.3	11.1	1.0	-19.5	0.8	0.2	3.3
18	COC(=O)CCNC(=O)c1ccc2nc(Cc3ccc(OC)c(OC)c3)oc2c1	1.0	-4.9	4.0	3.1	0.5	9.0	0.0	-1.6	-7.0
19	CCCNC(=O)C1(C)CCCN(Cc2noc(-c3c(C)noc3C)n2)C1 (stereo unspecified)	9.2	-2.1	0.5	22.4	-5.7	.	0.8	.	-10.3
20	Cc1nn(-c2ccccc2)c2c1cc1c(=O)n(C)c(=O)nc-1n2-c1ccccc1F	0.7	-5.1	-0.6	-6.7	7.8	-6.6	0.3	0.6	-31.9

Quoted at random: 5 records from the list
nr	SMILES	CHRM5 antagonist	CHRM4 PAM	TAAR1 agonist	CHO-K1 Ca PAM	M5 PAM	CRFR2-BP antag	M5 ag	CRFBP-R2 agonist	TAAR1 antag
20	Cc1nn(-c2ccccc2)c2c1cc1c(=O)n(C)c(=O)nc-1n2-c1ccccc1F	0.7	-5.1	-0.6	-6.7	7.8	-6.6	0.3	0.6	-31.9
13	O=C(/C=C/c1ccc(Cl)cc1Cl)Nc1ccc(CN2CCOCC2)cc1	-7.0	-6.7	26.5	12.6	0.3	-52.4	1.1	10.9	-2.2
1	CCC/C=C/c1ccc(CN2C(CC(C)C)C(=O)N(Cc3cn(CCOCOC)nn3)CCS2(=O)=O)cc1 (stereo unspecified)	1.4	2.4	4.3	-4.8	3.1	-8.7	-0.3	-0.5	-24.7
5	Cc1cccc(C)c1NC(=O)c1cc(S(=O)(=O)N2CCc3ccccc32)cn1C	2.6	-2.1	1.7	0.1	-3.8	-3.0	-2.8	3.1	-4.0
18	COC(=O)CCNC(=O)c1ccc2nc(Cc3ccc(OC)c(OC)c3)oc2c1	1.0	-4.9	4.0	3.1	0.5	9.0	0.0	-1.6	-7.0

Additional entries follow:
nr	SMILES	CHRM5 antagonist	CHRM4 PAM	TAAR1 agonist	CHO-K1 Ca PAM	M5 PAM	CRFR2-BP antag	M5 ag	CRFBP-R2 agonist	TAAR1 antag
21	COc1cc(-c2nnc(COC(=O)c3cc(C)nc4ccc(C)cc34)o2)cc(OC)c1OC	-2.5	9.8	6.1	18.6	1.4	28.3	-5.2	-1.3	9.4
22	Cc1ccccc1CSCCNC(=O)c1ccc(Cl)c(S(=O)(=O)N2CCOCC2)c1	0.8	-9.8	15.0	1.8	-2.9	5.4	-0.1	2.2	34.7
23	Cc1ccc(-c2ccc(=O)n(Cc3cccc(Br)c3)n2)cc1	9.8	3.7	2.8	2.7	-5.1	-12.8	2.4	1.0	1.9
24	CCCn1c(SCC(=O)NC2CCC(C)CC2)n[nH]c1=O (stereo unspecified)	4.3	8.9	0.3	9.1	4.9	2.2	-0.6	-0.8	-1.5
25	CCOC(=O)c1ccc(N[C@@H]2CCN3C(=O)c4ccccc4[C@@H]3C[C@H]2O)cc1	1.4	2.2	0.3	13.1	-5.4	0.0	0.6	-4.8	8.1
26	COc1ccc(NC(=O)Cn2nnc(-c3ccccc3)c2COc2ccc3ccccc3c2)cn1	7.1	-3.5	4.0	12.9	-4.0	.	0.4	.	3.2
27	CCn1ncc(NC(=S)Nc2ccc(OC)c(OC)c2)c1C(N)=O	-5.5	11.5	4.5	18.6	1.5	3.9	0.3	0.4	-10.2
28	Cc1c(C(=O)N/N=C/c2ccc(Cl)cc2)[nH]c2ccc(Cl)cc12	-9.5	10.7	8.8	16.8	5.2	-30.4	3.6	2.3	37.3
29	COc1ccc(NC(=O)CCCN2C(=O)C(c3ccccc3)Oc3cccnc32)cc1 (stereo unspecified)	-1.2	7.3	-0.6	-11.4	2.5	5.9	-2.5	-0.7	-20.5
30	c1ccc(Cc2nc3ccccc3o2)cc1	4.0	-3.3	11.2	0.7	-0.2	-19.3	2.0	-1.0	-2.3
31	O=C(c1c(F)cccc1F)N(Cc1ccccc1)Cc1ccccc1	6.2	-12.1	-4.8	-2.3	-6.5	3.2	-5.3	1.5	7.9
32	O=C(C1CCC1)N1CCN(c2ccnc3cc(Cl)ccc23)CC1	20.4	-3.8	0.2	-16.7	-9.6	8.2	-2.5	-3.8	-25.8
33	COC(=O)C(=Nc1ccccc1)/C(C(=O)C(=O)N(C)c1ccccc1)=C(\O)c1ccc(Cl)cc1	5.2	-2.2	1.8	8.7	0.3	10.4	3.2	-1.8	-9.4
34	COc1cc(C(=O)NCCCc2nc3ccccc3n2Cc2cc(C)ccc2C)cc(OC)c1OC	3.2	-2.9	3.5	21.6	-1.6	-41.6	-1.5	-3.8	-4.0
35	Cc1c(C(=O)NCc2ccco2)sc2nc(-c3ccccc3)cn12	0.2	6.8	8.1	-2.3	-4.4	-29.3	5.3	-6.2	13.7
36	C=CCn1c(SCC(=O)c2ccc(O)c(O)c2)nnc1-c1ccc(OC)cc1	1.4	18.1	21.3	-19.3	4.7	-2.7	4.4	-1.0	-19.9
37	CC(C)(C)SCCNC(=O)CN1C(=O)c2cccc3cccc1c23	7.3	1.3	4.4	12.8	-6.2	13.0	-5.8	0.1	-8.2
38	Cc1sc2nc(SCC(=O)NCc3ccco3)n(C)c(=O)c2c1C	1.2	-2.6	6.8	8.9	-4.5	6.9	2.9	0.2	2.6
39	Cn1nc(-c2ccccc2)cc1NS(=O)(=O)c1ccc(C#N)cc1	-1.1	-7.1	1.7	17.1	-2.0	-8.9	0.4	-0.8	-19.4
40	COC(=O)[C@@H](NC(=O)NCc1cccs1)C(C)C	5.7	-3.5	9.7	4.7	3.5	-12.1	0.1	-0.4	2.8
41	CCCn1nnc(NC(=S)NC(=O)/C=C/c2ccc(Cl)cc2)n1	12.8	-6.9	5.5	4.3	-5.0	-7.5	-0.1	-0.6	-25.0
42	Cc1cccc(C(C)C)c1NC(=O)CN1C(=O)NC2(CCc3ccccc32)C1=O (stereo unspecified)	-20.0	4.4	3.5	-8.9	0.5	2.9	-1.3	-1.3	-17.3
43	CCc1ccc(OCC(=O)NNC(=O)c2ccc(NC(=O)C3CC3)cc2)cc1	5.4	0.2	.	13.6	-0.9	-8.7	-1.7	-0.6	.
44	COC(=O)c1cc(S(=O)(=O)Nc2nn(C)c3cccc(F)c23)oc1C	8.3	-2.2	2.1	9.6	1.3	-9.9	-1.3	0.7	-8.5
45	Cc1occc1C(=O)Nc1ccccc1C#N	-13.0	12.1	0.0	-19.4	8.1	-2.9	-2.2	1.3	-0.8
46	Clc1cccc(Cl)c1COc1ccccn1	-0.7	4.1	11.8	9.3	-0.9	-10.4	-0.4	0.3	-2.8
47	CCOc1cc(C(=O)Nc2cccc(OCC(=O)N3CCOCC3)c2)cc(OCC)c1OCC	12.2	-6.6	13.8	-7.3	-5.7	-3.3	-0.4	0.5	24.6
48	C/C(Cl)=C\Cn1c(O)c(N=O)c2ccccc21	-7.3	7.0	-0.3	-4.8	2.0	-24.5	-1.3	6.7	-11.3
49	COc1ccc(CN2CCCC(C(=O)c3ccc(SC)cc3)C2)cc1Cn1cccn1 (stereo unspecified)	18.2	-50.9	1.2	-18.9	-25.7	-1.6	-19.8	-1.2	-1.9
50	COc1ccc(-c2nc3ccccc3o2)cc1OC	10.2	-0.1	-1.6	6.2	2.5	0.2	-0.8	0.8	8.2
51	COc1ccccc1Nc1nc(C)nc2c1oc1ccccc12	3.3	0.6	-2.1	-4.3	-4.0	7.4	-2.2	-0.5	-17.2
52	COc1ccccc1NC(=O)c1ccc(NC(=O)CSc2nncn2C)cc1	8.3	-2.7	-0.2	18.1	-0.8	7.3	-3.0	-0.5	-2.1
